# Source: PubChem BioAssay (several laboratories)
# FXIIa inh: factor XIIa (human) inhibition; AID 800; actives 0.3% (n = 220,000); inhibition, % at 5 µM; purified FXIIa, Boc-QGR-AMC fluorogenic substrate, 2 h; P00748; in the data active = inhibition above about 40%;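 also: 0% = enzyme with no compound and 100% = blank without enzyme; many of its hits are not listed in these tables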
# Target sequence (P00748 20-372 limits assumed): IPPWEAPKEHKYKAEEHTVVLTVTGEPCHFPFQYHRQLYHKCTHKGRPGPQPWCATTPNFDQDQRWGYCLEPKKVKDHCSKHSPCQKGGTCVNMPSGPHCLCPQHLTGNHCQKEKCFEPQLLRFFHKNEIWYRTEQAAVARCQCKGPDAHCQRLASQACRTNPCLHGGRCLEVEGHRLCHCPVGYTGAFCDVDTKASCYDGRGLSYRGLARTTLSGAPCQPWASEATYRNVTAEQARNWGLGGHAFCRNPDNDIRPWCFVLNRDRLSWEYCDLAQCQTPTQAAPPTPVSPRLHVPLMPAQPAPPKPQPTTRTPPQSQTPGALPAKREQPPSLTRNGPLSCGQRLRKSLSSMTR
# Target sequence (P00748 373-615 limits assumed): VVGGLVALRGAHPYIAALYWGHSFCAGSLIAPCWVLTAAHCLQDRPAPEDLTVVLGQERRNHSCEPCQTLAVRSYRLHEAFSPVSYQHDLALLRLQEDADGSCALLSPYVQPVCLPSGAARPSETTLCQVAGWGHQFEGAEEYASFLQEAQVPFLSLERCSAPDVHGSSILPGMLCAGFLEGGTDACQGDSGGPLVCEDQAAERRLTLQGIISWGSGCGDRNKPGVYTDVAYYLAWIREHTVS
# hK5 inh: blocks human kallikrein 5 protease activity | AID 873 | Q9Y337 | recombinant hK5, fluorogenic AMC substrate cleavage | inhibition, % at 5 µM | actives 0.59% (n = 210,000);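 active = inhibition of 40% or more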;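 also: 0% = enzyme controls without compound and 100% = no-enzyme blanks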
# Target sequence (Q9Y337 67-293 limits assumed): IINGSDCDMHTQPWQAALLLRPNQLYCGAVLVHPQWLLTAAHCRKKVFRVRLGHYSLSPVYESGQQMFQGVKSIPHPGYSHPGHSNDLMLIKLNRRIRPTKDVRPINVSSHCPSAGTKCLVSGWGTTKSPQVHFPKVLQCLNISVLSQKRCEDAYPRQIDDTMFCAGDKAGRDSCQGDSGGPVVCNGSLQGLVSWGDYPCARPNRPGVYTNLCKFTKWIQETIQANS
# p97 ATPase inh: blocks human p97 ATPase activity. AID 1481. inhibition, % at 8 µM. P55072. recombinant p97 ATPase, Kinase-Glo ATP luminescence, 3 h. actives 0.42% (n = 220,000); in the data active = inhibition above about 15%;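 also: 0% = DMSO vehicle and 100% = wells lacking enzyme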
# eIF4E 4G PPI: eIF4E/eIF4G interaction inhibition in translation initiation; TR-FRET eIF4E-eIF4GI(517-606) binding, 2 h; AID 782; inhibition, % at 21.7 µM; actives 0.37% (n = 220,000); P63073+Q04637;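 active = inhibition above about 30%, limit read from the data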;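 also: 0% = full FRET control wells and 100% = background wells lacking eIF4GI fragment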
# FXIa inh 1536: inhibitors of human coagulation factor XIa. actives 0.14% (n = 220,000). AID 798. P03951. inhibition, % at 5 µM. purified FXIa, Boc-Glu-Ala-Arg-AMC fluorogenic substrate;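 active = inhibition of at least 40%; inactive = inhibition below 40%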;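 also: fluorescence of freed AMC excited at 355 nm; 0% = enzyme without compound and 100% = no enzyme blank; many of its hits are not listed in these tables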
# 14-3-3 Bad PPI: disrupts binding of bovine 14-3-3 zeta to phospho-Bad peptide | P63103 | TR-FRET 14-3-3zeta/Dy647-pBad peptide displacement, 1 h | inhibition, % at 21.7 µM | actives 0.71% (n = 220,000) | AID 781;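 active = inhibition above about 70%, limit read from the data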;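 also: 0% = full 14-3-3 plus peptide FRET controls and 100% = background without 14-3-3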
# Target sequence (P63103 whole entry, looked up): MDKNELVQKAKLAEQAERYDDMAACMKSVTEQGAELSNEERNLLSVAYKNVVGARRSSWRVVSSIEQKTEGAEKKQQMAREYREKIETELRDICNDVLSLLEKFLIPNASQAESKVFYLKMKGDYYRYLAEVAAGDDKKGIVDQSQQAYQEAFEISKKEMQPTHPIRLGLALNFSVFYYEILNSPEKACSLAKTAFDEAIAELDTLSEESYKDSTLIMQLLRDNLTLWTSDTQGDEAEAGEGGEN
# Mdm2 ligase inh: blocks human Mdm2 ubiquitin ligase activity. Q00987. cell-based MDM2 ubiquitination luciferase reporter, 2 h; 0 = plate control, 100 = twice control, blank-subtracted. signal enhancement, % at 5 µM. actives 0.11% (n = 210,000). AID 1230;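 active = signal enhancement of 30% or more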;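 also: luminescence tracks abundance of the self-degrading MDM2-luciferase fusion protein; higher signal means inhibition of MDM2 E3 ligase activity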
#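 Assay system: stable mammalian line carrying autodegrading MDM2–luciferase fusion reporter; amount: 2000 cells seeded into each well; buffer or medium: DMEM; benchmarks: plate control and blank wells; signal: luciferase luminescence; timing: 2 h compound exposure at 37 °C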
# Rad51 HR inh: Rad51 (human) homologous recombination inhibition | Q06609 | hRad51 DNA strand exchange, fluorescence dequenching | inhibition, % at 10 µM | actives 0.085% (n = 200,000) | AID 1385;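 active = inhibition above 40% at the single screening dose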;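 also: 0% = DMSO control wells and 100% = blanks with heterologous ssDNA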
#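 Material: human Rad51–ssDNA filaments; Probe or stimulus: labelled 47-mer dsDNA for strand exchange; Doses: single 10 µM dose; Incubation: 37 °C 15-min filament assembly, 30-min compound preincubation, 15-min exchange; Technique: FRET fluorescence dequenching, excitation 485 nm, emission 520 nm; Measure: Fluorescence-based percent inhibition, control- and blank-normalised; Benchmarks: plate control and blank wells.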
# Wee1 degr inh: inhibitors of human Wee1 degradation | reporter increase, % at 5 µM | actives 1.2% (n = 220,000) | P30291 | HeLa Luc-Wee1K328M stability, luciferase luminescence; 100% = proteasome inhibitor MG132 effect;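 active = activation above the mean of all tested compounds plus 3 SD, set per screening run, cut at about 8.8% in these data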;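 also: cells exposed to compound for 20 h before luminescence read; 0% = DMSO alone and 100% = MG132 at 30 µM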
# Active calls of the source: *; · = not tested or not shown; [ ] = dose if it differs, or a comment.
SMILES,FXIIa inh,hK5 inh,p97 ATPase inh,eIF4E 4G PPI,FXIa inh 1536,14-3-3 Bad PPI,Mdm2 ligase inh,Rad51 HR inh,Wee1 degr inh
COc1cccc(C2CC(C(F)(F)F)n3ncc(C(=O)NC(C)(C)C)c3N2)c1 (configuration not stated),16,0,-3,1,0,8,-9,6,4
O=C(c1cccs1)N1CCN=C1SCc1cccc(F)c1,11,1,0,1,1,0,·,8,-2
CC(C)(C)NC(=O)C1CCN(C(=O)c2ccc(-c3ccccc3)cc2)CC1,13,1,-5,-9,0,-21,-11,7,-2
COc1ccccc1/C=C(/CC(=O)NCc1ccc(F)cc1)c1nc2ccccc2s1,12,-7,2,15,10,2,-3,-3,-2
CCN(CC)c1ccc(CN2CCCCCC2)cc1,16,30,3,7,2,58,-2,3,-2
O=C(/C=C/c1cccs1)NC(=S)Nc1ccc(C(=O)O)cc1,5,8,6,5,8,6,-6,-11,-1
CS(=O)(=O)Nc1ccc(C(=O)NCCc2ccccc2)cc1,10,2,-1,3[fluorescence artefact?],2,11[fluorescence artefact?],-15,-2,2
COc1ccccc1OCC(=O)NNC(=O)c1ccoc1C,4,-1,3,6,-2,-4,-35,-3,1
Cc1ccc(C(=O)NN2C(=O)CSC2=S)cc1,9,-21,1,-4,-3,-6,3,-9,3
CC(NC(=O)C(=O)NN=C1CCCC1)c1ccccc1 (configuration not stated),9,8,-4,2,1,-3,-2,19,-2
Nc1cc2sc(-c3ccc(C(=O)O)cc3)nc2cc1Cl,-82,-64,-15,4[fluorescence artefact?],-33,2,-42,2,-3
Cc1ccc(S(=O)(=O)N(C(=O)c2ccncc2)c2ccc(OC(=O)c3ccncc3)c3ccccc23)cc1,10,-23,7,0,-13,19,-17,-4,0
Cc1ccc(OCC(=O)N/N=C2/SCC(=O)N2Cc2ccco2)cc1,8,5,1,2,1,-10,6,·,12*
CCOC(=O)c1c(-n2cnnn2)sc2c1CCCC2,-2,-9,-7,-3,-8,-3,-3,-7,-4
O=C(Nc1ccc2c(c1)OCO2)c1cnn2cccnc12,6,-10,-1,-4,3,-9,-13,9,0
Cc1cccc(C)c1NC(=S)N(CCN(C)C)C(C)c1cccnc1 (configuration not stated),1,-21,4,0,-6,-3,-4,9,3
CC12CCC(C(=O)N(CC(=O)O)C1=O)C2(C)C (configuration not stated),8,0,4,-1,-1,-7,3,20,0
CCOC(=O)C1=C(CS(=O)(=O)c2ccccc2)NC(=O)NC1c1ccc(O)c(OC)c1 (configuration not stated),4,-4,-4,2,-4,-3,-5,16,-1
COc1nc(OCC#N)nc(N(C)C)n1,1,-9,5,7,-11,-7,-18,-3,-1
CCN(CC)C(=O)C1CC(=O)N(c2ccc(F)c(Cl)c2)C1 (configuration not stated),-13,-10,2,·,-17,·,-13,-1,1
Cc1cc(SCC(=O)c2cccs2)nc2c(C)cccc12,8,-12,-5,-9,-3,-7,-17,·,2
O=C(NC1CC1)C1=C[C@H](c2ccc3c(c2)OCO3)C[C@H](OCc2ccc(CO)cc2)O1,12,3,1,4,1,3,·,14,3
COc1ccc(S(=O)(=O)Nc2cccc(SC)c2)cc1OC,3,8,1,1,5,-4,-7,-30,1
CCN(CC)S(=O)(=O)c1ccc(N/N=C/c2cc(OC)c(OC)cc2OC)nc1,6,-9,0,-2,11,-11,-2,-2,0
CCC(C)(C)NC(=O)c1cc([N+](=O)[O-])ccc1N1CCCCC1,3,-2,-3,-4,-5,-1,-52,13,-2

# Next structures:
SMILES,FXIIa inh,hK5 inh,p97 ATPase inh,eIF4E 4G PPI,FXIa inh 1536,14-3-3 Bad PPI,Mdm2 ligase inh,Rad51 HR inh,Wee1 degr inh
O=C(CSc1n[nH]c(=O)n1-c1ccccc1)Nc1ccccc1,11,2,5,3,5,-14,-10,2,7
FCCCOc1ccc(-c2nccc(-c3ccc(F)cc3)n2)cc1,10,-64,-5,5,-7,2,12,10,-1
O=C(NNC(=S)Nc1ccccc1)c1ccc(O)cc1,10,-7,5,-9,-1,-2,·,-60,1
O=C(Nc1ccc2c(c1)OCCO2)C1CCN(S(=O)(=O)Cc2ccccc2)CC1,-3,5,1,-3,-21,5,-1,0,-2
Cn1c(CNC(=O)c2ccc(Cl)c(Cl)c2)nnc1SCC(=O)Nc1sc2c(c1C#N)CCCC2,0,1,4,-9,-8,31[fluorescence artefact?],-12,-1,0
C=CCC1(Cl)C(=O)C(Cl)=C(N2CCOCC2)C1(OC)OC (configuration not stated),5,-1,7,-2,-1,1,·,-12,-3
O=C1OCCC1Sc1nc2ccccc2n1Cc1ccccc1 (configuration not stated),16,-1,1,2[fluorescence artefact?],19,-4,2,-5,-3
Cn1c(=Nc2ccccc2)sc2ccccc21,-12,-5,1,13[fluorescence artefact?],0,-10,-10,6,7
CN1C(=O)NC(NC(=O)c2cccs2)(C(F)(F)F)C1=O (configuration not stated),8,-5,4,-8[fluorescence artefact?],-1,-10[fluorescence artefact?],-11,-2,1
O=C1c2ccccc2C(=O)N1CCCOCc1c[nH]c(=O)[nH]c1=O,10,3,3,-2,-2,12,-11,1,4
Cc1cccc2cc(/C=N/NC(=O)CN3CCCCC3)c(Cl)nc12,8,-5,-1,1,-5,-2,-3,23,1
CCOC(=O)C1CCN(C(=O)c2cn(C)c(=O)c3cc(OC)c(OC)cc23)CC1,14,16,7,1,5,3,-12,5,-2
COc1ccccc1/C=N/NC(=O)C(=O)N1CCN(c2ccccc2OC)CC1,16,-14,3,-1,12,-29,2,-1,5
CCOc1ccc(NS(=O)(=O)c2ccc(NS(=O)(=O)c3ccc(SC)cc3)cc2)cc1,25,-14,4,-7,1,-6,0,-2,-1
CC1=CC(=O)C=C(C)C1=NOc1ccc([N+](=O)[O-])cc1,9,-1,5,26,-5,74*,-24,-2,0
O=S(Cc1cc(Oc2ccccc2)nc(-c2ccccc2)n1)c1ccccc1 (configuration not stated),-1,-2,-4,4,-6,11[fluorescence artefact?],-17,7,-1
Cn1c(NC(=O)/C=C/c2ccco2)cc(=O)n(C)c1=O,9,-13,2,5[fluorescence artefact?],6,-7,-6,4,-2
O=C(NCc1ccco1)C(=O)N1CCCC1,4,1,3,1,-2,-7,-7,-47,-2
CC1Cc2ccccc2N1Cc1nc2cc(C(F)(F)F)ccc2c(=O)[nH]1 (configuration not stated),10,0,-1,1,-4,-11,-14,-4,-2
CCC1CCCCN1S(=O)(=O)c1ccc(NC(=O)CSc2ncccc2C(=O)O)cc1 (configuration not stated),16,-22,5,5,8,14,1,6,-1
CCCn1c(=O)c2c(C(=O)OCC)cc(-c3ccco3)nc2n(CCC)c1=O,-5,-407,3,-14,-4,-6,-17,·,-1
COc1ccc(OCCNC2CCCC2)cc1,-2,-20,7,-1,-2,-8,-2,4,0
CCOC(=O)c1cnn(Cc2ccccc2)c1N,20,-2,1,1[fluorescence artefact?],12,4[fluorescence artefact?],-5,-9,2
CCn1ncc(Br)c1C(=O)Nc1nccs1,-5,3,-2,2,0,-1,-18,3,-1
Cc1cc[n+](CC(=O)Nc2cc(C(F)(F)F)ccc2Cl)cc1,-16,-4,2,-1,-11,-14,-13,0,-2

# Following part.
SMILES,FXIIa inh,hK5 inh,p97 ATPase inh,eIF4E 4G PPI,FXIa inh 1536,14-3-3 Bad PPI,Mdm2 ligase inh,Rad51 HR inh,Wee1 degr inh
O=c1[nH]c(/C=C/c2ccc(OC(F)F)cc2)nc2c1cnn2-c1ccccc1,8,1,5,4,1,-5,-23,-10,1
O=C(COC(=O)c1ccc[nH]c1=O)NC1CCCc2ccccc21 (configuration not stated),6,1,3,-2,-1,-5,·,6,-3
Cc1nc2c(Br)c3nc(C(F)(F)F)[nH]c3c(Br)c2[nH]1,9,-10,-2,-13,3,3[fluorescence artefact?],0,3,-1
Cc1c(C(=O)Nc2nnc(SCc3ccccc3Cl)s2)cccc1[N+](=O)[O-],12,-18,4,-5,7,-14[fluorescence artefact?],0,0,1
Cc1ccc(CNc2ccc(S(=O)(=O)N3CCOCC3)cc2[N+](=O)[O-])cc1,4,7,5,4,1,1,-6,3,3
CN(C)/C=C/C(=O)/C=C/c1ccc(Cl)cc1,·,2,4,-3,0,-9,-4,4,0
O=C(CSc1nc2ccc(NC(=O)CSc3nnnn3-c3ccccc3)cc2s1)Nc1ccccc1,3,-5,-5,-1,0,13,-7,·,0
COc1ccc(N=Cc2c(O)c3ccccc3oc2=O)cc1,5,-5,1,8,1,0,-17,-20,0
COc1ccccc1NC(=O)COc1ccc(C(=O)OCC(=O)NC(C)(C)C)cc1OC,1,-6,2,4,-5,-7,6,-4,7
COc1ccc(C)cc1NC(=O)Nn1cnnc1,19,-4,0,5[fluorescence artefact?],6,-3[fluorescence artefact?],-7,-5,-1
Cc1oc(C(C)(C)C)cc1C(=O)NC1CCN(Cc2ccccc2)CC1,6,-7,4,0,-6,-7,-15,10,-1
CN(C)c1nc(SCC(=O)Nc2ccccc2)nc(N2CCOCC2)n1,2,-2,0,-3,2,-3,-10,5,-4
O=C(CSc1ncccn1)N/N=C/c1cccc([N+](=O)[O-])c1,2,-6,7,5[fluorescence artefact?],-2,2,-5,7,3
Fc1ccc(-c2[nH]ncc2CN2CCN(c3ccc(F)cc3)CC2)cc1,16,-2,4,4,2,-2,-9,21,-1
Cc1ccc(NC2=Nc3ccccc3CS2)cc1,11,7,-6,-2,0,2,-66,-13,4
O=C(O)c1cccc(Cn2cc(Br)cn2)c1,-8,-13,3,-9[fluorescence artefact?],-16,-3,-23,·,1
CC1=NNC(=O)C1CC(=O)N/N=C(\C)c1ccco1 (configuration not stated),9,-11,1,1,0,-8,-10,10,2
COc1cc(C(=O)NC(=S)NCc2ccco2)cc(OC)c1OC,19,-1,-5,7,7,-22,-8,·,-2
OC(c1ccccc1)c1nccn1Cc1ccccc1 (configuration not stated),14,12,3,-1[fluorescence artefact?],-3,-4[fluorescence artefact?],-5,-2,-2
Oc1ccccc1CNc1ccc(OC(F)(F)F)cc1,10,·,1,5,2,-2,-11,·,-1
O=C(Cc1cccc2ccccc12)N1CC[C@@]2(O)CCCC[C@H]2C1,14,2,5,-6,4,-2,·,2,-4
COc1ccc(-c2nnnn2C(C)C)cc1,6,0,6,-8,-2,-3,-6,20,-2
CC(CCc1ccccc1)NC(=O)COC(=O)CC1CC2CCC1C2 (configuration not stated),0,-5,-4,-1[fluorescence artefact?],-6,-11,-10,-8,0
CCOC(=O)c1c(NC(=O)Cn2nc([N+](=O)[O-])c(Br)c2C)sc2c1CCC(C)C2 (configuration not stated),12,1,2,-1,4,1,-5,-7,-2
COC(=O)/C(=C\c1ccc([N+](=O)[O-])o1)NC(=O)c1ccccc1,1,-17,3,-4,-1,8,3,-2,-1

# Molecules from the list above that have a tert-butyl group:
SMILES,FXIIa inh,hK5 inh,p97 ATPase inh,eIF4E 4G PPI,FXIa inh 1536,14-3-3 Bad PPI,Mdm2 ligase inh,Rad51 HR inh,Wee1 degr inh
COc1cccc(C2CC(C(F)(F)F)n3ncc(C(=O)NC(C)(C)C)c3N2)c1 (configuration not stated),16,0,-3,1,0,8,-9,6,4
CC(C)(C)NC(=O)C1CCN(C(=O)c2ccc(-c3ccccc3)cc2)CC1,13,1,-5,-9,0,-21,-11,7,-2
COc1ccccc1NC(=O)COc1ccc(C(=O)OCC(=O)NC(C)(C)C)cc1OC,1,-6,2,4,-5,-7,6,-4,7
Cc1oc(C(C)(C)C)cc1C(=O)NC1CCN(Cc2ccccc2)CC1,6,-7,4,0,-6,-7,-15,10,-1
